Coupling enz: coupling enzyme interference in Giardia aldolase counter-screen; coupling enzyme system counterscreen, AmpLite Red fluorescence; activity change, negative = inhibition, % at 58.2 µM, hits read low; 290,000 compounds, 0.67% hits; AID 2472; in the data active = activity change below about -30%; note: % is set by controls: 0 for no effect and ±100 for the full control effect
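Counterscreen of the coupled detection system alone, without aldolase: glyceraldehyde-3-phosphate coupling enzymes plus AmpLite Red readout. Compounds at 57.5 uM final, 10 min RT preincubation, 20 min RT reaction, fluorescence 525/598 nm.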
KCNH2 3.1 block: KCNH2 3.1 (human) potassium channel inhibition | U2OS KCNH2 3.1, thallium flux FluxOr; stronger effect = lower value | activity change, % (tested at about 1.8 µM) | 340,000 compounds, 0.95% hits | AID 720553;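 active = maximum activity change below -70%; inconclusive = maximum activity change from -70% to -50%; inactive = maximum activity change above -50%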;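 note: thallium influx rate constant from kinetic fluorescence after stimulation buffer; % is set by controls: 0 for no effect and ±100 for the full control effect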
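Steps: virus added to U2OS suspension (4 h, RT, dark); medium with 10% FBS added, cells plated, 37 C overnight; FluxOr/Red40 loading buffer 45 min RT; stimulation buffer, 2 min kinetic read; rate constant normalized.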
Gal4-VP16 FLuc: Gal4-VP16 reporter inhibition counter-screen; Drosophila S2 Gal4-VP16 UAS-luciferase, luminescence, 20 h; Potency, µM (titrated, usually from 53.6 µM), for inactives: top-dose activity, negative = inhibition, usual class: inhibitors; 310,000 compounds, 3.5% hits; AID 2546;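 note: Gal4-VP16 expression switched on by copper sulfate through the metallothionein promoter; potency is the fitted concentration of half-maximal effect; % is set by controls: 0 for no effect and ±100 for the full control effect; nearly all actives have a fitted effect of over 50% in size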
RORgamma inh: blocks mouse ROR gamma transcriptional activity | P51450 | Drosophila S2 Gal4-RORgamma UAS-luciferase reporter, 20 h | Potency, µM (doses to about 53.6 µM), for the others: top-dose activity change, negative = inhibition, actives largely listed as inhibitors | 310,000 compounds, 5.4% hits | AID 2551; note: potency is the fitted concentration of half-maximal effect; % is set by controls: 0 for no effect and ±100 for the full control effect; nearly all actives have a fitted effect of over 60% in size
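Stable Schneider cell line, Gal4 DNA-binding domain fused to ROR gamma, UAS-luciferase. Cmpd 1 hr RT → CuSO4 700 uM final → 20 hr RT → luciferase reagent 10 min → luminescence.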
ELG1 genotox: induces genotoxicity in HEK293T cells with luciferase-tagged ELG1. Potency, µM (titrated, usually from 46 µM), for inactives: top-dose activity change, positive = activation, hits mostly activators. HEK293T ELG1-luciferase reporter, luminescence, 16 h. 330,000 compounds, 1.3% hits. AID 504466; note: potency is the fitted concentration of half-maximal effect; % of control where 0% means no effect; nearly all actives have a fitted effect of over 60% in size
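After overnight (16 hr) compound treatment at 37 °C, ELG1-luciferase HEK293T cells were lysed with ONE-Glo; luminescence quantified 30 min later at room temperature.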
Rab9 promoter act: Rab9 promoter activation. Huh7 Rab9 promoter-luciferase reporter, luminescence, 24 h. Potency, µM (top dose mostly 9.22 µM), without a hit: top-dose activation, negative = inhibition, most hits filed as activators. 320,000 compounds, 2.8% hits; note: potency is the fitted concentration of half-maximal effect; % of control where 0% means no effect; nearly all actives have a fitted effect of over 60% in size
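Rab9 promoter-driven luciferase in stably transfected Huh7 cells; 1500 cells/well rested 2 h, exposed to compound in DMSO for 24 h at 37 °C, 5% CO2. Luminescence read 10 min after adding luciferase reagent at ambient temperature.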
Giardia killer: Giardia lamblia killing; Giardia lamblia trophozoite viability; activity change, % at 7.66 µM, hits read low; 340,000 compounds, 0.15% hits; in the data active = activity change below about -80%; inconclusive = between about -30% and that limit;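 note: parasites exposed to compound for two days anaerobically before the ATP read; % is set by controls: 0 for no effect and ±100 for the full control effect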
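Trophozoites 100 cells/well + cpd; 48 hrs, 37 deg C, anaerobic. ATPLite 1-Step added, 15-30 min RT, luminescence read (ATP-based viability).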
Tb PFK block: blocks T. brucei phosphofructokinase | 330,000 compounds, 0.17% hits | O15648 | Potency, µM (top dose mostly 57.5 µM), for the others: at the highest dose activity, negative = inhibition, usual class: inhibitors | T. brucei PFK, ADP-Glo luminescence | AID 485367;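 note: potency is the fitted concentration of half-maximal effect; 0% = uninhibited 1x PFK enzyme wells and -100% = no-enzyme wells; nearly all actives have a fitted effect of over 60% in size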
Target sequence (O15648 whole entry, looked up): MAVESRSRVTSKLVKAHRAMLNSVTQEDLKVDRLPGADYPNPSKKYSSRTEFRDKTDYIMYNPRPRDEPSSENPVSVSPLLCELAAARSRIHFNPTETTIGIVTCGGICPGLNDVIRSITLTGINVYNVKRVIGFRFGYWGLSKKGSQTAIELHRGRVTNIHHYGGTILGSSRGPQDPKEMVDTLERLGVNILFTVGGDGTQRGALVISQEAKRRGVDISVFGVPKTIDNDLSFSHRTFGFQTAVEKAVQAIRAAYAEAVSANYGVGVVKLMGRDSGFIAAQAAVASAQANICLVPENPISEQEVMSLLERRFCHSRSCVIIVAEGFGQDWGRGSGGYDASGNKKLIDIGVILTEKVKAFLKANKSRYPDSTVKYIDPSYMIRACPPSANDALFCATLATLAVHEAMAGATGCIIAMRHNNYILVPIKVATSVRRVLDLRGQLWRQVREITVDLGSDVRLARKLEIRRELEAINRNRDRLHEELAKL
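Luminescent ADP detection (ADP-Glo, two-step: ATP depletion then ADP-to-ATP conversion for luciferase) reported PFK activity after 45 min room-temperature reaction of 1.25 nM enzyme with 0.5 mM F6P and 0.1 mM ATP at pH 8.0.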
FLuc modulator: firefly luciferase modulation, counter-screen for miR-21 project | AID 588342 | purified FLuc, Km substrates, luminescence inhibition | Potency, µM (series often up to 57.5 µM), without a hit: at the top dose activity change, negative = inhibition, actives largely listed as inhibitors | 360,000 compounds, 6.9% hits | P08659;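 note: potency is the fitted concentration of half-maximal effect; plate controls were vehicle for no effect and reference inhibitor for full effect; nearly all actives have a fitted effect of over 55% in size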
Target sequence (P08659 whole entry, looked up): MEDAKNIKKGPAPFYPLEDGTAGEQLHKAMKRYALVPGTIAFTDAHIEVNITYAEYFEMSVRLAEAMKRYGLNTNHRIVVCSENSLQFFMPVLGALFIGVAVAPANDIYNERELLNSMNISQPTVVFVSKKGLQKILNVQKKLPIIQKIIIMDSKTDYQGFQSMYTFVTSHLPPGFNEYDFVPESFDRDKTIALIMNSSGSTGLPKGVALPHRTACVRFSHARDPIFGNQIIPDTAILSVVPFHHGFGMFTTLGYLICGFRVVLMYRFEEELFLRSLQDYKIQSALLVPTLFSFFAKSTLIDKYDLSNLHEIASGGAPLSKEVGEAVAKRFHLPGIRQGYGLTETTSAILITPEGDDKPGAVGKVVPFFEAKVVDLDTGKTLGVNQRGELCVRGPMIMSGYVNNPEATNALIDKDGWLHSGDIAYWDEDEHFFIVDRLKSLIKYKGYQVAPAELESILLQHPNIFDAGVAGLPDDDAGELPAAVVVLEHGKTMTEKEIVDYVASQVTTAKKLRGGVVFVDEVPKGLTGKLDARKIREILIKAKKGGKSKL
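Purified P. pyralis luciferase (10nM final) with 10uM D-luciferin and 10uM ATP (Km levels) in 50mM Tris acetate pH 7.5, 10mM Mg acetate, 0.01% Tween-20, 0.05% BSA; qHTS 6-point titration, ~60 µM downward; luminescence read.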
uPA generation: inhibitors of cell surface uPA generation; cell surface uPA generation assay, qHTS; Potency, µM (titrated, usually from 38.3 µM), inactives show top-dose activity change, negative = inhibition, usual class: inhibitors; 330,000 compounds, 0.31% hits; AID 540303; active = well fitted inhibition curve with a large enough effect; inconclusive = small, poorly fitted or top-dose-only effect; inactive = no such curve, though single readings can be large or run the other way; tested in mouse RAW 264.7 cells; note: potency is the fitted concentration of half-maximal effect; % is set by controls: 0 for no effect and ±100 for the full control effect; nearly all actives have a fitted effect of over 55% in size
NPC1 prom act: activates the NPC1 promoter; Huh7 NPC1 promoter luciferase reporter, 24 h; Potency, µM (doses to about 9.22 µM), for inactives: at the highest dose activation, most hits filed as activators; 320,000 compounds, 2.4% hits; AID 485313;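 note: potency is the fitted concentration of half-maximal effect; % of control where 0% means no effect; nearly all actives have a fitted effect of over 60% in size; reporter is driven by a mutant NPC1 promoter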
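Stable NPC1-promoter luciferase Huh7 line; cpd (DMSO) 24 h, 37 °C, 5% CO2; Amplite luciferase reagent 10 min RT; luminescence readout. qHTS format.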
* hit, by the source's call; ? = inconclusive; nt = not tested or not shown; [ ] = remark or other dose. Unless noted, calls come from the whole dose curve; as a rule, active = well fitted curve in the direction sought with a large enough effect; inconclusive = small, poorly fitted or top-dose-only effect, or another doubt; inactive = no such curve, though single readings can be large; an effect the other way counts as inactive or inconclusive.

item	Molecule	Coupling enz	KCNH2 3.1 block	Gal4-VP16 FLuc	RORgamma inh	ELG1 genotox	Rab9 promoter act	Giardia killer	Tb PFK block	FLuc modulator	uPA generation	NPC1 prom act
1	Cc1cc(Br)ccc1OCC(=O)NNC(=O)c1cnccn1	-1	-7	?	8.9µM*	-4%	1%	1	7%	17µM*	?	-1%
2	O=c1[nH]c(NCc2ccccc2)nc2c1CCC2	2	11	0%	22%	5%	-13%	4	0%	-9%	1%	3%
3	O=C(c1ccncc1)N1CCN(S(=O)(=O)c2ccccc2Br)CC1	nt	?	nt	nt	0%	7%	16	-3%	-1%	0%	-12%
4	COc1cccc(C(=O)OCC(=O)NCc2ccc3c(c2)OCO3)c1OC	nt	-2	nt	nt	0%	nt	13	6%	nt	2%	nt
5	COc1ccc(Cl)cc1NC(=O)C1CC(c2c(F)cccc2Cl)=NO1 (centres undefined)	1	-12	5%	34%	-6%	-5%	7	0%	-2%	1%	-2%
6	COc1ccccc1OCCNC(=O)c1cc(C2CC2)nc2c1cnn2C(C)C	nt	8	nt	nt	-3%	-1%	-11	0%	2%	-2%	2%
7	CCOC(=O)/C=C/C(=O)Nc1ccc(S(=O)(=O)Nc2nccs2)cc1	0	2	1%	4%	0%	1%	4	3%	-3%	3%	-6%
8	O=C(NC(=O)c1ccccc1)Nc1ccc(-c2cnco2)cc1	0	-6	?	14%	14%	?	6	1%	?	5%	?
9	COc1cc(C(=O)NCC(c2ccco2)N2CCc3ccccc3C2)cc(OC)c1OC (centres undefined)	nt	-11	nt	nt	5%	-3%	-2	0%	2%	18%	-1%
10	CSc1ccc(C(=O)NCC(c2ccco2)N(C)C)cc1[N+](=O)[O-] (centres undefined)	2	-4	-9%	25%	0%	2%	-14	-9%	0%	-4%	0%
11	CS(=O)(=O)N1N=C(c2ccco2)CC1c1ccc(Cl)cc1 (centres undefined)	2	31	-3%	?	6%	-4%	-9	6%	-9%	7%	10%
12	C/C(=N\NC(=S)NCc1ccccc1)c1ccc2c(c1)OCCO2	0	-24	8.9µM*	2.8µM*	-2%	9%	8	-5%	-18%	12%	1%
13	CCN(C(=O)CCS(=O)(=O)c1cccc2nonc12)c1ccc(F)cc1	2	6	-12%	8%	10%	-1%	3	1%	2%	0%	0%
14	Cc1ccc(C(=O)N/N=C\c2cc3c(cc2Br)OCO3)cn1	2	-12	-2%	0%	?	-6%	9	0%	2%	2%	-7%
15	CCC(=O)NC(/C=C/c1ccccc1)c1cc([N+](=O)[O-])c2cccnc2c1O (centres undefined)	-15	nt	2µM*	2.2µM*	0%	-7%	nt	0%	1%	nt	-4%
16	COc1ccc(C(=O)NCCc2cccc(Cl)c2)cc1OC1CCN(C(C)=O)CC1	nt	18	25%	?	-1%	6%	-23	-4%	-4%	-4%	-1%
17	CC1CCCN(CC(=O)NC(=O)NC2CCCCC2)C1 (centres undefined)	nt	14	nt	nt	-5%	-1%	5	-10%	-7%	-4%	0%
18	COc1ccc(N2CCN(C(=O)COC(=O)c3oc4ccc(OC)cc4c3C)CC2)cc1	nt	-2	nt	nt	-10%	-2%	-10	-2%	-23%	0%	10%
19	CC(=O)c1cccc(NC(=O)c2ccc3c(c2)OCO3)c1	-4	3	-9%	28%[1.91 µM]	16%	?	-5	-3%	27µM*	-3%	?
20	OCCC1CN(Cc2cnc(-c3ccc(Cl)cc3)nc2)CCN1C1CCCC1 (centres undefined)	1	?	1%	3%	0%	-15%	-27	2%	-1%	1%	2%
21	CC(C)(C)NC(=O)CSc1nnc(Cc2ccccc2)n1CC1CCCO1 (centres undefined)	1	0	1%	0%	1%	-4%	-12	0%	1%	-32%	2%
22	CN(C(=O)Cn1nnc(-c2ccc(F)cc2)n1)C1CCS(=O)(=O)C1 (centres undefined)	nt	-9	nt	nt	-1%	-7%	2	1%	3%	13%	-2%
23	O=[N+]([O-])c1nn(-c2ccc3c(c2)OCCO3)n(O)c1=NC1CCCCC1	1	-3	?	27%	?	26%	-84*	-4%	?	-12%	10%
24	COc1cc(C(=O)OCC(=O)c2cc(C)n(C)c2C)cc(NC(=O)c2ccco2)c1OC	3	-15	?	-45%	9%	-1%	-9	-3%	-13%	0%	-11%
25	Cc1ccc(C(C)C)c(OCCCNCc2cccnc2)c1	-2	-14	4%	24%	-5%	-5%	-10	-7%	0%	-2%	-1%
26	Cc1cc(Sc2nccn2C)ncc1[N+](=O)[O-]	0	3	-6%	-34%	-4%	-6%	-1	0%	-3%	-3%	1%
27	C=CCn1cnc2c(NCc3ccccc3)ncnc21	-7	1	-25%	-17%	?	?	-16	-5%	?	0%	?
28	COc1cc(C)ccc1OCC(=O)NCC1CCCO1 (centres undefined)	nt	-4	nt	nt	10%	nt	23	5%	nt	12%	nt
29	COc1cc(C(=O)Nc2ccc(NC(=O)c3ccco3)nc2)cc(OC)c1OC	-2	2	0%	18%	0%	9%	7	4%	0%	2%	-2%
30	O=C(NCCCSc1ccccc1)c1ccc(=O)[nH]c1	nt	4	-2%	-17%	-3%	17%	-19	0%	2%	1%	-4%
31	COc1cccc(-c2sc3ccccc3c2-c2ccc(OCCN3CCCCC3)cc2)c1	nt	-76*	nt	nt	-1%	nt	3	-2%	nt	-2%	nt
32	O=C(CSc1nc(Nc2ccccc2)nc(N2CCOCC2)n1)Nc1cc(Cl)ccc1O	nt	-19	?	?	-27%	0%	0	4%	?	?	2%
33	CCN1CCN(c2ccc(NC(=O)c3ccc(Cl)c(S(=O)(=O)N4CCCC4)c3)cc2)CC1	nt	-3	nt	nt	-4%	1%	6	0%	2%	-11%	2%
34	CCNCc1cc(Cl)c(OCc2ccccc2)c(OCC)c1	1	0	-10%	-26%	-2%	-9%	-11	-2%	-2%	-3%	-1%
35	Cc1ccc2c(c1)C(N1CCCC1=O)CC(c1ccco1)N2 (centres undefined)	-7	8	?	?	?	2.2µM*	?	?	1.2µM*	-11%	3.2µM*
36	CC(=O)Nc1ccccc1OCC(=O)c1ccc2c(c1)OCO2	1	-15	-1%	38%	?	3.2µM*	-4	1%	-8%	nt	3.5µM*
37	CCOC(=O)c1ccc([N+](=O)[O-])c(CS(=O)(=O)c2ccc(Cl)cc2)c1	-1	-12	1%	24%	-5%	-7%[1.84 µM]	10	-1%	4%	-14%	-3%
38	CCOC(=O)c1nn(-c2cccc(OC)c2)c(-c2ccccc2)c1C(=O)c1ccccc1	-3	6	1%	13%	-8%	-6%	-3	0%	-1%	1%	0%
39	Cc1ncc(CO)c2c1Oc1nc(-c3ccccc3)nc(SCC(=O)N(C)c3ccccc3)c1C2	nt	nt	?	3%	nt	-2%	nt	?	-4%	nt	-8%
40	COCCNc1nc(N2CCCCC2)c2cnn(C)c2n1	0	12	6%	-13%	1%	2%	-13	1%	5%	-10%	-2%
41	O=C(CC(O)(C(F)(F)F)C(F)(F)F)Nc1ccc(Cl)c(Cl)c1	1	-16	5µM*	5µM*	-15%	-35%[inhibitor]	6	-11%	2%	-11%	-34%[inhibitor]
42	CCOc1cccc(NC(=O)CSc2nncn2N)c1	-1	-1	7%	0%	16%	2%	-5	1%	-4%	4%	0%
43	Cc1ccc(-c2noc(CCC(=O)N3CCCc4ccccc43)n2)cc1	4	-8	6%	33%	-8%	1%	-12	2%	-18%	8%	-3%
44	COc1ccc(-c2nn[nH]n2)cc1OC	0	-7	0%	-9%	0%	10%	9	1%	-11%	5%	-1%
45	CC1(C)CC2CC(C)(CN2C(=O)c2cc(-c3ccccc3)on2)C1 (centres undefined)	1	-19	-13%	38%	-10%	-4%	-4	-9%	0%	2%	-3%
46	C[C@H]1CCC[C@]2(O[C@@H](CCO)C[C@H](O)[C@H]2O)O1	7	-16	-7%	-1%	2%	-3%	16	20%	5%	4%	1%
47	O=C(NC1CC2CCCC(C1)N2C(=S)Nc1ccccc1)C1CC1 (centres undefined)	-2	-2	4%	-16%	7%	-3%	-11	1%	5%	0%	-1%
48	CCC(C)NCC(O)(c1ccc(Cl)cc1)c1ccc(Cl)cc1 (centres undefined)	1	-23	12%	-18%	-4%	-2%	12	4%	1%	0%	16%
49	Cc1cc(NC(=O)CSCC(=O)Nc2cccc(S(=O)(=O)N3CCCCCC3)c2)no1	nt	-7	nt	nt	-4%	-5%	2	-3%	5%	1%	-8%
50	Cc1cccc(C(=O)N2CCCC(N3CCN(c4ccc(F)cc4)CC3)C2)n1 (centres undefined)	1	6	3%	-2%	-2%[9.26 µM]	-2%	-6	11%	-1%	-12%	2%

Screening data deposited in PubChem by National Center for Advancing Translational Sciences (NCATS).
